Platelet DG rel = modulates dense granule release in human platelets. inhibition, %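 (compounds screened at 7.5 µM in platelet-rich plasma)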. human platelet-rich plasma, SFLLRN dense granule ATP release, luminescence. AID 1663. 300,000 compounds, 0.22% hits;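 active means mean replicate score, as percent of positive control, at or above 50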
TRPC4 block = TRPC4 (mouse) channel inhibition; Q9QUQ5; HEK293 TRPC4beta/mu-opioid, DAMGO-evoked Fluo4 calcium flux; stronger effect = lower value; B-score at 10 µM; 300,000 compounds, 0.39% hits; AID 2247;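 active means B-score over 3 SD under the library average, no early fluorescence shift, positive overall ratio signal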
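Assay system – HEK293 line stably carrying TRPC4beta and mu-opioid receptor · Doses – single dose · Detection – Fluo4 calcium-dye fluorescence, kinetic read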
HIF act = HIF pathway transcriptional activation | U2OS HRE-luciferase reporter, luminescence; normalized: DMSO 0%, desferrioxamine 100% | activation, % at 7.5 µM (by protocol) | 300,000 compounds, 0.32% hits;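 active means mean activation of at least 10% of the iron chelator positive control signal, with at least half of replicates also reaching 10%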
MrgX1 antag = antagonists of human MrgX1 receptor | MRGX1-HEK293 calcium flux, Fluo-4, BAM8-22 antagonism; stronger effect = lower value | B-score at 10 µM | 310,000 compounds, 1.3% hits;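 active means calcium-response B-score plate-corrected more than 3 library SD below zero, starting fluorescence within 5 deviations, no agonist response on first addition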;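 further: peak minus trough fluorescence over baseline after final BAM8-22 challenge near maximal dose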
TRPC6 inh = mouse TRPC6 channel inhibition; HEK293-TRPC6, membrane potential dye, ACh-evoked depolarization; stronger effect = lower value; B-score at 10 µM; 310,000 compounds, 1.1% hits; AID 2553;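 active means B-score under library mean minus 3 SD, initial fluorescence not abnormally high, positive integrated signal ratio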;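 further: B-score derived from integrated fluorescence ratio over the kinetic read; more negative B-score means stronger inhibition of depolarization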
Target sequence (Q61143 whole entry, looked up): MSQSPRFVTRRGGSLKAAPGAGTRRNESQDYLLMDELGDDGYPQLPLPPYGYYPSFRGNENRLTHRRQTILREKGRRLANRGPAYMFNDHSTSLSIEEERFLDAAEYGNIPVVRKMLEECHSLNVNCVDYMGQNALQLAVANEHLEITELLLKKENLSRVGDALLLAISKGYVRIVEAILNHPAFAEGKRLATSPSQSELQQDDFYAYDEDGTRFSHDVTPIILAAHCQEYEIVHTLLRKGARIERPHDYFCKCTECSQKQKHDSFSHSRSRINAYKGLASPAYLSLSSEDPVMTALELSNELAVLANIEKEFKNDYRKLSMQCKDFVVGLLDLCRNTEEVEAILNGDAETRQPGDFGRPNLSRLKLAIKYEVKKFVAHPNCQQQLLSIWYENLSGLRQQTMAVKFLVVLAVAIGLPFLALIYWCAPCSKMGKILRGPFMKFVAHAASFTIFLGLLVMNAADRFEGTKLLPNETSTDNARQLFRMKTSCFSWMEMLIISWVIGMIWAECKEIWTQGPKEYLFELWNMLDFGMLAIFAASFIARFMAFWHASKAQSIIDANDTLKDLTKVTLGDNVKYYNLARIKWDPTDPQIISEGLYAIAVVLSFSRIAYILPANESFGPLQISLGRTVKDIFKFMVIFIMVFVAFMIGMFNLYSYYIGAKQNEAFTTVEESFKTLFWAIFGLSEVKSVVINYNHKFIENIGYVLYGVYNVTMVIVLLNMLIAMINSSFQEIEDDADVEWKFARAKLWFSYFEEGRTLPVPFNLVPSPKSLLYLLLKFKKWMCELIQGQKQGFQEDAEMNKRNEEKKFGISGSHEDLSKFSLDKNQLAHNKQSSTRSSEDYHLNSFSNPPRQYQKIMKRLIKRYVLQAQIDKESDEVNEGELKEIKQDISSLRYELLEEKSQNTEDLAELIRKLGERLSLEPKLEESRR
SKKanGAS inh = blocks kanamycin growth of S. pyogenes SKKanGAS strain; AID 1662; inhibition, % at 7.5 µM; BacTiter-Glo, 6 h; 300,000 compounds, 1.3% hits;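 active means mean replicate score, as percent of positive control median, at least 50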;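 further: strain carries kanamycin resistance gene driven by streptokinase promoter and grows in 40 µg/ml kanamycin; loss of luminescence reflects streptokinase promoter inhibition or plain growth inhibition; 0% = median of DMSO wells and 100% = positive control at its reference dose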
MrgX1 agonist = activates human MrgX1 receptor signaling. 310,000 compounds, 0.44% hits. MrgX1-HEK293 cells, Fluo-4 calcium fluorescence, agonist mode; stronger effect = higher value. B-score at 10 µM. Q96LB2. AID 588627;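 active means calcium response B-score plate-corrected fluorescence ratio at least 3 library SD, with starting fluorescence B-score inside 5 SD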
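times = overnight plating, then 30 min 37 °C plus 30 min room-temperature dye loading | assay system = stable human MrgX1 HEK293 cell line | input = fifteen thousand cells per well | signal = kinetic calcium dye fluorescence, Fluo-4 NW | dosing = compound delivered in addition one of three | read-out = B-scored fluorescence response ratio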
RGS4 block = inhibitors of human RGS4 | B-score at 10 µM | HEK293 M3R/RGS4 inducible, Fluo-4 calcium flux; stronger effect = higher value; triggered by carbachol at its EC20 | P49798 | 310,000 compounds, 0.45% hits;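 active means B-score, a plate-corrected calcium signal, over three deviations above library mean, with baseline fluorescence within five deviations of library mean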;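 further: RGS4 expression induced by doxycycline in cells with stable M3 receptor; B-score is computed from the integrated fluorescence ratio over baseline after carbachol; higher B-score means a larger calcium signal and so more RGS4 inhibition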
RGS4 act = RGS4 potentiation or activation | 310,000 compounds, 0.92% hits | B-score at 10 µM | HEK293 M3R/inducible RGS4, carbachol calcium flux Fluo4; stronger effect = lower value | AID 463111;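 active means B-score of the integrated calcium signal more than 4 SD below the library mean, with starting fluorescence not abnormally high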;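 further: negative B-score means reduced calcium response which marks RGS4 activation or potentiation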
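System – HEK293 FlpIn-TREx cells, stable M3R, doxycycline-inducible RGS4 · Reagent – ECmax carbachol challenge · Times – compound preincubation 20 min at room temperature before agonist · Technique – Fluo4 fluorescence kinetic imaging of calcium · Measure – B score of integrated Fluo4 ratio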
TRPC6 activator = mouse TRPC6 channel activation. Q61143. 310,000 compounds, 0.13% hits. B-score at 10 µM. HEK293-TRPC6 membrane potential dye fluorescence; stronger effect = higher value;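 active means B-score of the integrated fluorescence ratio above library mean plus 3 SD, and starting fluorescence ratio within library mean plus 5 SD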;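 further: higher score means more depolarization so channel activation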
MrgX1 allo act = human MrgX1 positive allosteric modulation, primary screen; MrgX1-HEK293, Fluo-4 calcium flux, FDSS; stronger effect = higher value; 310,000 compounds, 0.63% hits; B-score at 10 µM;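 active means plate-corrected calcium response at least 3 library SD above typical, normal starting fluorescence, not activating the receptor alone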;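 further: compound read alongside a low EC10 to EC30 dose of BAM8-22 agonist; peak minus trough fluorescence over baseline measured at the second addition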
* hit, by the source's call.

For Fc1ccc(CSc2ccc(-c3cccs3)nn2)cc1 the results were Platelet DG rel 8, TRPC4 block inactive, HIF act 1.7, MrgX1 antag inactive, TRPC6 inh inactive, SKKanGAS inh -2, MrgX1 agonist inactive, RGS4 block inactive, RGS4 act inactive, TRPC6 activator inactive and MrgX1 allo act inactive.
`CCn1cc(C(=O)OC)c(=O)c2ccc(C)nc21` gave Platelet DG rel 1, TRPC4 block inactive, HIF act -0.1, MrgX1 antag inactive, TRPC6 inh inactive, SKKanGAS inh -2, MrgX1 agonist inactive, RGS4 block inactive, RGS4 act inactive, TRPC6 activator inactive and MrgX1 allo act inactive.
`O=C(Nc1ccsc1C(=O)O)c1cccc(Oc2ccccc2)c1` gave Platelet DG rel 5, TRPC4 block inactive, HIF act 0.0, MrgX1 antag inactive, TRPC6 inh inactive, SKKanGAS inh 11, MrgX1 agonist inactive, RGS4 block inactive, RGS4 act inactive, TRPC6 activator inactive and MrgX1 allo act inactive.
For COc1ccc(Cc2nnc(SCc3c(C)noc3C)n2C2CCCCC2)cc1OC the results were Platelet DG rel 12, TRPC4 block inactive, HIF act -0.4, MrgX1 antag inactive, TRPC6 inh inactive, SKKanGAS inh 7, MrgX1 agonist inactive, RGS4 block inactive, RGS4 act inactive, TRPC6 activator inactive and MrgX1 allo act inactive.
`CC1CCN(c2ncccc2C(=O)O)CC1` gave Platelet DG rel -1, TRPC4 block inactive, HIF act -0.5, MrgX1 antag inactive, TRPC6 inh inactive, SKKanGAS inh 1, MrgX1 agonist inactive, RGS4 block inactive, RGS4 act inactive, TRPC6 activator inactive and MrgX1 allo act inactive.
`Cc1ccccc1/C=N/n1c(COc2ccccc2)n[nH]c1=S` gave Platelet DG rel 13, TRPC4 block inactive, HIF act -1.0, MrgX1 antag inactive, TRPC6 inh inactive, SKKanGAS inh 0, MrgX1 agonist inactive, RGS4 block inactive, RGS4 act inactive, TRPC6 activator inactive and MrgX1 allo act inactive.
Screening CCOc1ccc(/C=N/NC(=O)C2CC2)c(OCC)c1 returned TRPC4 block inactive, MrgX1 antag inactive, TRPC6 inh inactive, MrgX1 agonist inactive, RGS4 block inactive, RGS4 act inactive, TRPC6 activator inactive and MrgX1 allo act inactive.
`CS(=O)(=O)N1CCN(c2ccccc2NC(=O)Cc2ccc(Cl)cc2)CC1` gave Platelet DG rel 0, TRPC4 block inactive, HIF act -0.1, MrgX1 antag inactive, TRPC6 inh inactive, SKKanGAS inh -2, MrgX1 agonist inactive, RGS4 block inactive, RGS4 act inactive, TRPC6 activator inactive and MrgX1 allo act inactive.
`CCS(=O)(=O)c1ccc(O)c(NC(=O)/C=C/c2ccccc2)c1` gave Platelet DG rel -9, TRPC4 block inactive, HIF act 0.6, MrgX1 antag inactive, TRPC6 inh inactive, SKKanGAS inh -1, MrgX1 agonist inactive, RGS4 block inactive, RGS4 act inactive, TRPC6 activator inactive and MrgX1 allo act inactive.
Screening N/C(=N\OC(=O)CCCOc1ccccc1)c1cccc([N+](=O)[O-])c1 returned Platelet DG rel -8, TRPC4 block inactive, HIF act 0.0, MrgX1 antag inactive, TRPC6 inh inactive, SKKanGAS inh -2, MrgX1 agonist inactive, RGS4 block inactive, RGS4 act inactive, TRPC6 activator inactive and MrgX1 allo act inactive.
O=C1c2ccccc2NC(c2ccccc2Cl)N1N=C1CCCCCC1 (centres undefined) was read as Platelet DG rel -4, TRPC4 block inactive, HIF act 2.8, MrgX1 antag inactive, TRPC6 inh inactive, SKKanGAS inh -2, MrgX1 agonist inactive, RGS4 block inactive, RGS4 act inactive, TRPC6 activator inactive and MrgX1 allo act inactive.
O=S(=O)(Nc1ccccn1)c1cccc(S(=O)(=O)c2ccc(Cl)cc2)c1 was read as Platelet DG rel -2, TRPC4 block inactive, HIF act 0.5, MrgX1 antag inactive, TRPC6 inh inactive, SKKanGAS inh 1, MrgX1 agonist inactive, RGS4 block inactive, RGS4 act inactive, TRPC6 activator inactive and MrgX1 allo act inactive.
For COc1ccc(-c2n[nH]c(C)c2-c2cnn(-c3ccccc3)c2)c(O)c1C the results were Platelet DG rel 2, TRPC4 block inactive, HIF act -0.7, MrgX1 antag inactive, TRPC6 inh inactive, SKKanGAS inh 48, MrgX1 agonist inactive, RGS4 block inactive, RGS4 act inactive, TRPC6 activator inactive and MrgX1 allo act inactive.
Cc1cc(C(=O)O)cc(S(=O)(=O)NNC(=O)c2cccs2)c1C was read as Platelet DG rel -2, TRPC4 block inactive, HIF act -0.8, MrgX1 antag inactive, TRPC6 inh inactive, SKKanGAS inh 2, MrgX1 agonist inactive, RGS4 block inactive, RGS4 act inactive, TRPC6 activator inactive and MrgX1 allo act inactive.
For O=C(NC1CCN(C(=S)NCc2ccco2)CC1)NC12CC3CC(CC(C3)C1)C2 the results were Platelet DG rel -4, TRPC4 block inactive, HIF act -0.5, MrgX1 antag inactive, TRPC6 inh inactive, SKKanGAS inh 8, MrgX1 agonist inactive, RGS4 block inactive, RGS4 act inactive, TRPC6 activator inactive and MrgX1 allo act inactive.
Screening CCOc1ccccc1Nc1nnc(SCC(=O)NC(Cc2c[nH]c3ccccc23)C(=O)O)s1 (centres undefined) returned Platelet DG rel -14, TRPC4 block inactive, HIF act 1.2, MrgX1 antag inactive, TRPC6 inh inactive, SKKanGAS inh 13, MrgX1 agonist inactive, RGS4 block inactive, RGS4 act inactive, TRPC6 activator inactive and MrgX1 allo act inactive.
Cn1ncc(Br)c1C(=O)Nc1cccc(C(F)(F)F)c1 was read as Platelet DG rel -1, TRPC4 block inactive, HIF act 0.1, MrgX1 antag inactive, TRPC6 inh inactive, SKKanGAS inh 10, MrgX1 agonist inactive, RGS4 block inactive, RGS4 act inactive, TRPC6 activator inactive and MrgX1 allo act inactive.
Screening C/C(=N/NC(=O)c1cccs1)c1ccc(N2CCOCC2)cc1 returned Platelet DG rel 16, TRPC4 block inactive, HIF act 3.1, MrgX1 antag inactive, TRPC6 inh inactive, SKKanGAS inh 0, MrgX1 agonist inactive, RGS4 block inactive, RGS4 act inactive, TRPC6 activator inactive and MrgX1 allo act inactive.
`O=[N+]([O-])c1ccc(N=NN(CCO)CCO)cc1` gave Platelet DG rel 5, TRPC4 block inactive, HIF act -0.2, MrgX1 antag inactive, TRPC6 inh inactive, SKKanGAS inh -6, MrgX1 agonist inactive, RGS4 block inactive, RGS4 act inactive, TRPC6 activator inactive and MrgX1 allo act inactive.
For O=C(Nc1cccc2ncccc12)c1cccnc1 the results were Platelet DG rel -3, TRPC4 block inactive, HIF act 0.1, MrgX1 antag inactive, TRPC6 inh inactive, SKKanGAS inh 3, MrgX1 agonist inactive, RGS4 block inactive, RGS4 act inactive, TRPC6 activator inactive and MrgX1 allo act inactive.
For COc1ccc(NC(=O)C(Sc2nnc(-c3ccncc3)n2-c2ccccc2C)c2ccccc2)cc1Cl (centres undefined) the results were Platelet DG rel 7, TRPC4 block inactive, HIF act -0.1, MrgX1 antag inactive, TRPC6 inh inactive, SKKanGAS inh 3, MrgX1 agonist inactive, RGS4 block inactive, RGS4 act inactive, TRPC6 activator inactive and MrgX1 allo act inactive.
`CCOc1ccc(NCc2ccccc2OCc2cccc(F)c2)cc1` gave Platelet DG rel 5, TRPC4 block inactive, HIF act 2.3, MrgX1 antag inactive, TRPC6 inh inactive, SKKanGAS inh 10, MrgX1 agonist inactive, RGS4 block inactive, RGS4 act inactive, TRPC6 activator inactive and MrgX1 allo act inactive.
O=C(COC(=O)CCCc1c[nH]c2ccccc12)Nc1ccc2c(c1)OCO2 was read as Platelet DG rel -1, TRPC4 block inactive, HIF act -20, MrgX1 antag inactive, TRPC6 inh inactive, SKKanGAS inh -2, MrgX1 agonist inactive, RGS4 block inactive, RGS4 act inactive, TRPC6 activator inactive and MrgX1 allo act inactive.
S=c1[nH]nc(-c2ccccn2)n1/N=C/c1cccc(Cl)c1 was read as Platelet DG rel 5, TRPC4 block inactive, HIF act -1.2, MrgX1 antag inactive, TRPC6 inh inactive, SKKanGAS inh 3, MrgX1 agonist inactive, RGS4 block inactive, RGS4 act inactive, TRPC6 activator inactive and MrgX1 allo act inactive.
Screening Cn1c(N)c(C(=O)CSc2nnnn2-c2ccccc2)c(=O)n(C)c1=O returned Platelet DG rel -15, TRPC4 block inactive, HIF act 0.1, MrgX1 antag inactive, TRPC6 inh inactive, SKKanGAS inh -1, MrgX1 agonist inactive, RGS4 block inactive, RGS4 act inactive, TRPC6 activator inactive and MrgX1 allo act inactive.
C[C@@H]1CCC[C@]2(O[C@H](CCO)C[C@H](O)[C@H]2O)O1 was read as Platelet DG rel -3, TRPC4 block inactive, HIF act -0.4, MrgX1 antag inactive, TRPC6 inh inactive, SKKanGAS inh -5, MrgX1 agonist inactive, RGS4 block inactive, RGS4 act inactive, TRPC6 activator inactive and MrgX1 allo act inactive.
Screening CC1=C(C#N)C(c2ccoc2)C(C(=O)OCc2ccccc2)=C(N)S1 (centres undefined) returned Platelet DG rel 5, TRPC4 block inactive, HIF act -0.1, MrgX1 antag inactive, TRPC6 inh inactive, SKKanGAS inh 4, MrgX1 agonist inactive, RGS4 block inactive, RGS4 act inactive, TRPC6 activator inactive and MrgX1 allo act inactive.
`Cc1ccc(S(=O)(=O)n2c(CN3CCCC(C)C3)nc3ccccc32)cc1` (centres undefined) gave Platelet DG rel 2, TRPC4 block inactive, HIF act 0.4, MrgX1 antag inactive, TRPC6 inh inactive, SKKanGAS inh 23, MrgX1 agonist inactive, RGS4 block inactive, RGS4 act -10*, TRPC6 activator inactive and MrgX1 allo act inactive.

No enrichment for hits; any-hit rate near 6.1%.
